# Assay outcomes as filed in PubChem.
# PglD inh = inhibitors of Campylobacter jejuni PglD acetyltransferase. inhibition, % at 12.5 µM. purified PglD enzyme, DTNB colorimetric CoA detection. hit rate 0.098% among 360,000; in the data active means inhibition above about 16%, passing the limit was not always enough; further: strong numbers were not always called active
# ARNT TACC3 PPI = ARNT/TACC3 interaction disruption; AlphaScreen His-ARNT PAS-B/GST-TACC3 binding, luminescence; TACC3 fragment carries E629A point mutation; inhibition, % at 9.99 µM; hit rate 0.66% among 390,000; AID 623870;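 active means mean inhibition of replicates at least 50% and at least half of replicates each reaching 50%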;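 further: 0% = complete ARNT plus TACC3 wells and 100% = ARNT alone without TACC3; many hits fall short of the cut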
# Statin myotox sup = protects C2C12 myotubes from simvastatin toxicity | ATP luminescence, 48 h; scaled: DMSO 0, geranylgeraniol control 100 | rescue of ATP level, % at 7.49 µM | hit rate 0.78% among 330,000 | AID 602340;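 active means mean ATP rescue above about 67%, or every replicate alone reaching that limit, limit read from the data, passing the limit was not always enough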;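 further: myotubes were challenged with 10 µM simvastatin during compound exposure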
# Cneo AK release = causes C. neoformans cell lysis; adenylate kinase release luminescence, 4 h; normalised: neutral wells 0, clomiphene wells 100; lysis activity, % at 15 µM; hit rate 0.2% among 360,000; AID 651654;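 active means mean lysis activity across replicates of at least 80%, whatever share of replicates individually reach that level; inactive means mean lysis activity below 80%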
#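 Assay system: log-phase C. neoformans yeast / Quantity: yeast cell density of 5 × 10^6 cells/mL / Medium: fresh YPD growth medium / Compound: single dose / Timing: static 4 h at 37 °C with compound, 1 h detection / Measured by: adenylate kinase release luminescence / Read-out: lysis from increased AK signal / Benchmarks: Clomiphene as positive lysis control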
# PGC1a acetyl inh = lowers PGC1a acetylation signal in U2OS cells. AlphaScreen anti-acetyl-lysine; with virally co-expressed GCN5 acetyltransferase. inhibition, % at 15.6 µM. hit rate 0.17% among 350,000. AID 651687;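 active means every replicate shows inhibition of at least 40%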;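 further: 0% = neutral control wells and 100% = positive control wells; some results beyond the cut were filed as inactive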
# GSIS activator = primary screen for activators of insulin secretion dependent on glucose, INS-1E cells, GLuc reporter luminescence | INS-1E GLuc reporter insulin secretion, 2-3 h | activation, % at 16.6 µM | hit rate 0.61% among 370,000;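 active means lowest replicate activation of at least 40%, so every replicate reaches that level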;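 further: 0% = median of neutral control wells and 100% = median of IBMX positive control wells; some compounds called inactive have numbers as strong as hits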
# PAX8 reporter = PAX8 transcriptional activity inhibition; hit rate 1.2% among 360,000; RMG-I TPO-luciferase reporter, SteadyGlo, 24 h; inhibition, % at 12.6 µM;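 active means mean replicate inhibition at least 60% with every replicate also reaching 60%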;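 further: luciferase light reporting Pax8 driven TPO promoter activity; plate controls were median of neutral control wells for no effect and mitoxantrone controls for full effect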
# LGR2 antag = inhibitors of bursicon-induced Drosophila LGR2 receptor cAMP signaling; HEK293 LGR2, CRE-luciferase, bursicon-stimulated, 4 h; inhibition, % at 9.99 µM; hit rate 0.35% among 380,000;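 active means drop in luminescence signal, shown as inhibition above about 50% in the replicate tests, limit read from the data, passing the limit was not always enough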;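 further: agonist challenge used bursicon conditioned medium at about half maximal strength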
# Active calls of the source: *; · = no result given.
SMILES,PglD inh,ARNT TACC3 PPI,Statin myotox sup,Cneo AK release,PGC1a acetyl inh,GSIS activator,PAX8 reporter,LGR2 antag
CN(C)C(=O)c1cccc(-c2cc(NC=O)c3ncc(-c4ccc(F)cc4)n3c2)c1,3,·,-14,1,-5,4,24,-11
Cc1cc(Cl)ccc1OCC(=O)Nc1ccccc1CO,0,-2,-10,-4,-11,·,-77,·
CCCCOCCCNC(=O)COc1ccccc1,6,-1,10,0,7,-10,·,-3
O=C(N/N=C/c1ccc2c(c1)OCO2)c1cccnc1,-8,-3,13,-2,·,12,-28,-34
CCOC(=O)N1CCC(N2C(=O)c3ccc(C(=O)Nc4ccc(OC)c(OC)c4)cc3C2=O)CC1,5,-7,-9,0,2,28,3,9
CCOC(=O)C1CCN(c2c(Nc3ccc(C)c(C)c3)c(=O)c2=O)CC1,-1,0,-4,-9,-5,7,5,-11
COc1ccc(O)c(CN2CCN(CCCc3ccccc3)C(CCO)C2)c1 (stereo not drawn),13,-11,6,-2,1,·,8,2
Cc1cccn2c(=O)c3cc(C(=O)NC4CCCCC4)c(=N)n(Cc4ccccc4)c3nc12,-5,-1,-26,5,3,9,-4,9
CCCCCCn1c(CN2CCCCC2)nc2c1c(=O)n(C)c(=O)n2C,3,-3,-36,0,2,20,·,-8
CCN(CC)C(=O)Cn1c(=O)n(Cc2ccc(F)cc2)c(=O)c2sccc21,-3,-2,4,0,-2,3,4,24
CCC(=O)N(C)C[C@H]1Oc2cc(-c3ccccc3C)ccc2S(=O)(=O)N([C@H](C)CO)C[C@@H]1C,1,-8,-11,42,-28,15,·,7
C[C@H]1CCCCO[C@H](CN(C)Cc2ccc(Cl)c(Cl)c2)[C@@H](C)CN([C@@H](C)CO)C(=O)c2cc(NC(=O)Nc3ccccc3)ccc2O1,-2,-4,-127,-1,-1,3,85*,4
O=C(O)C1C2CCC(CC2)C1C(=O)N1CCN(Cc2ccc(F)cc2)CC1 (stereo not drawn),-5,-1,5,2,-26,-8,25,16
COc1ccc(NC(=O)Nc2ccccc2C(N)=O)cc1OC,-1,26,-8,7,8,·,·,·
O=C(O)c1cccnc1-c1ncccc1C(=O)O,7,·,·,0,-3,7,·,1
Cc1cc2nc3n(c2cc1C)CC1CC(C(=O)NCCc2cccs2)N(C)C31 (stereo not drawn),-2,5,8,1,·,5,-20,-3
O=C(CNC(=O)c1ccc2c(c1)S(=O)(=O)N=C1CCCCCN12)Nc1ccc(F)c(F)c1,·,-9,-1,·,·,13,7,-12
O=C(c1ccc(S(=O)(=O)N2CCCCC2)cc1)N1CCc2ccccc2C1,0,0,-5,-1,·,-18,5,8
S=C(NCCN1CCOCC1)Nc1ccc(Cl)cc1,2,24,·,-2,-7,25,-6,9
COC(=O)C1C2C=CC3(CN(CC4CCCO4)C(=O)C13)O2 (stereo not drawn),-3,·,15,0,7,·,-3,·
Cc1ccccc1N1CCN(Cc2c[nH]c3ccccc23)CC1,-5,4,-1,0,6,-48,·,5
CSc1nc2ccccc2n1CC(=O)Nc1c(C)cccc1C,3,-1,1,0,-24,·,·,·
Cc1cc(C)nc(Sc2c(F)c(F)c(C(F)(F)F)c(F)c2F)n1,-1,-2,-8,3,6,·,·,·
CCOC(=O)c1ccc2c(c1)C1C=CCC1C(C(=O)OCC)N2 (stereo not drawn),1,30,4,-11,-8,·,12,17
CO[C@@H]1CN(C)C(=O)c2cc(NC(=O)c3nc4ccccc4s3)ccc2OC[C@@H](C)N(Cc2cncnc2)C[C@@H]1C,5,6,0,-3,-5,-22,·,-14
# Continued.
SMILES,PglD inh,ARNT TACC3 PPI,Statin myotox sup,Cneo AK release,PGC1a acetyl inh,GSIS activator,PAX8 reporter,LGR2 antag
C[C@H](CO)N1C[C@H](C)[C@@H](CN(C)C(=O)Nc2ccc(C(F)(F)F)cc2)Oc2c(NC(=O)CCC(F)(F)F)cccc2C1=O,1,-4,-11,11,·,-17,15,3
COc1cc(C(=S)N2CCOCC2)ccc1OC(=O)c1ccccc1,0,-2,7,1,·,-14,-3,5
COc1ccc(NC(=O)CSc2nc(N)c(NC(=O)c3ccccc3F)c(=O)[nH]2)cc1,1,2,3,-1,0,4,8,10
CCOC(=O)N1CCC(NC(=O)c2ccc3c(c2)N(Cc2ccccc2)CCS3)CC1,1,3,12,-5,·,3,16,1
COc1ccc(CN(C)C[C@H]2OCCCC[C@@H](C)Oc3ccc(NC(=O)Nc4ccc(F)cc4)cc3C(=O)N([C@H](C)CO)C[C@H]2C)cc1,6,14,-211,-1,-5,-30,52,-19
O=C(Nc1ccc(-c2csc(-c3ccccc3)n2)cc1)c1ccccc1,1,18,-6,-1,-4,·,·,·
O=C(Nc1ccccc1N1CCOCC1)c1cc(F)cc(F)c1,6,-6,·,-1,3,5,-12,9
Cn1cnc([N+](=O)[O-])c1S(=O)(=O)Oc1ccc(Cl)cc1,3,0,-187,-3,-45,54,110*,-9
C=CC[C@H]1CC(C)=C[C@H](CC=C)N1C(=O)c1cc(COc2ccccc2SC)on1,0,9,-5,-1,-15,-63,16,15
O=C(C[C@H]1CC[C@@H]2[C@H](COC[C@@H](O)CN2C(=O)Cc2ccccc2)O1)NC1CCCC1,6,2,-13,0,6,3,-1,-9
Cc1cc(Br)ccc1NC(=O)CNC(=O)Cc1ccc(S(=O)(=O)N2CCOCC2)s1,2,-24,-3,6,9,-9,20,5
COc1cc(C2C3=C(COC3=O)OC(C)(C)Oc3cc4c(cc32)OCO4)cc(OC)c1OC (stereo not drawn),·,6,·,·,6,-8,93*,-17
Cc1cccc(OCCCC(=O)NC2CCCCC2)c1,0,-3,3,-1,2,·,14,·
COc1ccc(CNC(=O)C2CC=CCC2C(=O)O)cc1OC (stereo not drawn),-1,-4,·,-1,1,·,·,·
COc1ccc(-c2cccc(NS(=O)(=O)c3cc([N+](=O)[O-])ccc3C)c2)nn1,0,1,1,-4,·,9,-3,-1
CCC(=O)Nc1ccc2c(c1)C(=O)N(C)C[C@H](OC)[C@@H](C)CN(C(=O)c1cccnc1)[C@H](C)CO2,-3,-5,-7,-1,2,·,·,·
CCN(CC(=O)NCc1cccs1)C(=O)/C=C/c1cccc(OC)c1OC,4,-22,10,-4,-4,-1,·,-29
COc1ccc(C)cc1S(=O)(=O)N(C)CC(=O)Nc1ccc2c(c1)OCCO2,2,-2,-6,-1,-14,-3,·,-10
O=C(CCCNC(=O)/C(=C/c1ccc(Br)cc1)NC(=O)c1ccccc1)OCc1ccccc1,·,-8,·,·,·,-6,23,21
CCCC(=O)Nc1cccc(NC(=S)NC(=O)C(C)Oc2ccc(Cl)cc2Cl)c1 (stereo not drawn),1,0,·,-3,10,4,21,-2
C[C@@H]1CCCCO[C@@H](CN(C)S(=O)(=O)c2ccc(F)cc2)[C@@H](C)CN([C@@H](C)CO)C(=O)c2cc(NS(=O)(=O)c3cccs3)ccc2O1,2,13,·,-1,-22,-6,-1,-13
Cc1ccc(-c2[nH]ncc2/C=N/n2c(COc3ccccc3)nc3ccccc3c2=O)cc1,·,-12,·,·,·,32,-12,26
Cc1ccc(CCNC(=O)C2CCCN2S(=O)(=O)c2ccc3c(c2)CCC(=O)N3)cc1 (stereo not drawn),4,·,-5,5,7,·,·,·
CO[C@H]1CN(C)C(=O)c2ccc(NC(=O)C3CCCC3)cc2OC[C@H](C)N(C(C)=O)C[C@@H]1C,11,-4,1,51,-4,2,4,-8
Cc1cccc(NC(=O)C2c3ccccc3Oc3ccccc32)n1,·,-20,·,·,·,-23,7,18

# An excerpt from above in order of length of the SMILES, highest first.
SMILES,PglD inh,ARNT TACC3 PPI,Statin myotox sup,Cneo AK release,PGC1a acetyl inh,GSIS activator,PAX8 reporter,LGR2 antag
C[C@@H]1CCCCO[C@@H](CN(C)S(=O)(=O)c2ccc(F)cc2)[C@@H](C)CN([C@@H](C)CO)C(=O)c2cc(NS(=O)(=O)c3cccs3)ccc2O1,2,13,·,-1,-22,-6,-1,-13
COc1ccc(CN(C)C[C@H]2OCCCC[C@@H](C)Oc3ccc(NC(=O)Nc4ccc(F)cc4)cc3C(=O)N([C@H](C)CO)C[C@H]2C)cc1,6,14,-211,-1,-5,-30,52,-19
C[C@H](CO)N1C[C@H](C)[C@@H](CN(C)C(=O)Nc2ccc(C(F)(F)F)cc2)Oc2c(NC(=O)CCC(F)(F)F)cccc2C1=O,1,-4,-11,11,·,-17,15,3
CCC(=O)Nc1ccc2c(c1)C(=O)N(C)C[C@H](OC)[C@@H](C)CN(C(=O)c1cccnc1)[C@H](C)CO2,-3,-5,-7,-1,2,·,·,·
CO[C@H]1CN(C)C(=O)c2ccc(NC(=O)C3CCCC3)cc2OC[C@H](C)N(C(C)=O)C[C@@H]1C,11,-4,1,51,-4,2,4,-8
O=C(C[C@H]1CC[C@@H]2[C@H](COC[C@@H](O)CN2C(=O)Cc2ccccc2)O1)NC1CCCC1,6,2,-13,0,6,3,-1,-9
C=CC[C@H]1CC(C)=C[C@H](CC=C)N1C(=O)c1cc(COc2ccccc2SC)on1,0,9,-5,-1,-15,-63,16,15
Cc1ccc(CCNC(=O)C2CCCN2S(=O)(=O)c2ccc3c(c2)CCC(=O)N3)cc1 (stereo not drawn),4,·,-5,5,7,·,·,·
CCOC(=O)N1CCC(NC(=O)c2ccc3c(c2)N(Cc2ccccc2)CCS3)CC1,1,3,12,-5,·,3,16,1
CCCC(=O)Nc1cccc(NC(=S)NC(=O)C(C)Oc2ccc(Cl)cc2Cl)c1 (stereo not drawn),1,0,·,-3,10,4,21,-2
Cn1cnc([N+](=O)[O-])c1S(=O)(=O)Oc1ccc(Cl)cc1,3,0,-187,-3,-45,54,110*,-9
O=C(Nc1ccc(-c2csc(-c3ccccc3)n2)cc1)c1ccccc1,1,18,-6,-1,-4,·,·,·
Cc1cccc(NC(=O)C2c3ccccc3Oc3ccccc32)n1,·,-20,·,·,·,-23,7,18
O=C(Nc1ccccc1N1CCOCC1)c1cc(F)cc(F)c1,6,-6,·,-1,3,5,-12,9
Cc1cccc(OCCCC(=O)NC2CCCCC2)c1,0,-3,3,-1,2,·,14,·

# Remaining list, next part
SMILES,PglD inh,ARNT TACC3 PPI,Statin myotox sup,Cneo AK release,PGC1a acetyl inh,GSIS activator,PAX8 reporter,LGR2 antag
CCOc1ccc(C2OC34CCCCC3C(C#N)(C#N)C2(C#N)C(=N)O4)cc1OC (stereo not drawn),-2,1,·,-1,19,·,·,·
Cc1c(NC(=O)CC(=O)Nc2c(C)n(C)n(-c3ccccc3)c2=O)c(=O)n(-c2ccccc2)n1C,1,-30,-3,-1,-5,49,·,-8
COc1ccc(-c2ccc(NS(=O)(=O)c3cc([N+](=O)[O-])ccc3C)cc2)nn1,-2,7,3,0,5,9,-11,·
Cc1cccc(-n2c(C)c(C)c3c(N)ncnc32)c1,3,-7,3,1,·,49*,-12,-13
CN1C(=O)c2cc(NC(=O)C3CCCCC3)ccc2OC[C@@H]2O[C@H](CC(=O)NCCc3ccncc3)CC[C@@H]21,-2,11,8,35,6,-6,4,-2
CCOc1ccc(NS(=O)(=O)c2cc(C(=O)N3CCCC3)ccc2Cl)cc1,·,1,·,·,-11,3,-19,0
NC(=O)CSc1nnc(-c2ccccc2F)n1C1CC1,0,26,-6,0,1,9,4,0
COc1ccc(CCNC(=O)CC(=O)N/N=C/c2ccc(C(=O)O)cc2)cc1OC,0,-22,3,-1,19,15,8,0
CC(C)[C@H](NS(=O)(=O)c1ccccc1)C(=O)Nc1nccs1,-2,·,7,-1,9,16,-4,-16
O=C(C1CC(c2ccc(F)cc2)=NO1)N1CCN(Cc2ccccc2)CC1 (stereo not drawn),5,0,2,1,·,-13,12,2
CCCCC(CCCC)=N/N=C/c1c(O)n(CC)c2cc(C3=NNC(=O)CC3)ccc12,2,3,2,-1,-13,·,·,·
COc1ccc(C)cc1S(=O)(=O)Nc1ccc(-n2c(C)nc3ccccc3c2=O)cc1,0,-9,7,-1,·,2,10,8
Cc1cccc(/C(N)=N/OC(=O)c2ccoc2C)c1,3,·,-23,0,-12,0,-24,-47
